Nrf2 block = Nrf2 qHTS screen for inhibitors | A549 ARE-Fluc reporter, luciferase luminescence, 18-24 h | Potency, µM (highest dose often 46 µM), for inactives: top-dose activity change, negative = inhibition, hits mostly inhibitors | 360,000 tested, 2.1% active | AID 504444, 2011; note: % is set by controls: 0 for no effect and ±100 for the full control effect; nearly all actives have a fitted effect of over 60% in size
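Reporter: ARE-Fluc in A549. Exposure: 18-24 h, 37 °C, 5% CO2, 5% FBS OPTI-MEM. Readouts: fluorescent cytotoxicity (CellTiter-Fluor), then luminescent Nrf2 signal after BugLite.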
HepG2 viability = qHTS for Inhibitors of TGF-b: Cytotox Counterscreen. Potency, µM (top dose mostly 46.1 µM), for the others: at the top dose activity change, negative = cytotoxicity, actives largely listed as cytotoxic. 410,000 tested, 0.76% active. HepG2 CAGA-GFP viability, ATP luminescence, 18 h; note: some results filed as inactive show a strong effect at the top dose
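CellTiter-Glo luminescence gave cytotoxicity after 18 hours at 37 degrees C. The cells were HepG2 CAGA-GFP in 1% FBS DMEM, stimulated with 500 pg/mL TGF-beta after compound addition. %Activity was normalised to no-cell wells (complete cell-killing) and DMSO (no toxicity), and curves were fitted and classified.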
A549 viability = Nrf2 qHTS screen for inhibitors: counterscreen for cytotoxicity; Potency, µM (highest dose often 46 µM), without a hit: at the top dose activity change, negative = cytotoxicity, hits mostly inhibitors; A549 ARE-Fluc cells, CellTiter-Fluor viability, 18-24 h; AID 504648, 2011; 390,000 tested, 0.16% active; note: % is set by controls: 0 for no effect and ±100 for the full control effect
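A549 ARE_Fluc cells in 5% FBS OPTI-MEM were exposed to compounds in concentration-response for 18-24 h at 37 deg C. Viability was read by CellTiter-Fluor fluorescence (Ex 405/Em 525) after 30 min, before the luciferase read.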
MCF10A rereplic = A quantitative high throughput screen for small molecules that induce DNA re-replication in MCF 10a normal breast cells; Potency, µM (highest dose often 46.1 µM), inactives show at the highest dose activity, positive = re-replication, usual class: activators; AID 624296, 2012; 350,000 tested, 2.9% active; MCF 10A DNA re-replication, Hoechst nuclear intensity, 48 h; note: % of control where 0% means no effect; nearly all actives have a fitted effect of over 50% in size
Nrf2 ARE act = qHTS of Nrf2 Activators; AREc32 ARE-luciferase reporter (MCF7-derived line), luminescence, 24 h; Potency, µM (top dose mostly 46.1 µM), for the others: top-dose activation, actives largely listed as activators; 410,000 tested, 0.31% active; AID 624171, 2012; note: % of control where 0% means no effect; nearly all actives have a fitted effect of over 65% in size
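For detection, Steady-Glo was added and plates sat 30 min at RT; before that, AREc32_Fluc cells grown overnight in OPTI-MEM/5% FBS had been treated with 23 nL compound for 24 hr at 37 deg C.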
ATXN2 expr inh = Primary qHTS for Inhibitors of ATXN expression; HEK-293 ATXN2-luciferase reporter, luminescence, 24 h; Potency, µM (doses to about 57 µM), for inactives: at the highest dose activity change, negative = inhibition, hits mostly inhibitors; 360,000 tested, 0.72% active; AID 1745845, 2022; note: % is set by controls: 0 for no effect and ±100 for the full control effect; nearly all actives have a fitted effect of over 55% in size
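qHTS (up to 57 uM final) was run with 24 h compound exposure of reporter cells at 37 °C. Each well was multiplexed: SteadyGlo luminescence measured ATXN2-luciferase expression after a fluorogenic Gly-Phe-AFC viability readout (25 uM final).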
ATXN viability = Viability Counterscreen for Primary qHTS for Inhibitors of ATXN expression | AID 651635, 2014 | Potency, µM (series often up to 56.7 µM), hits mostly cytotoxic | 400,000 tested, 0.49% active | S2 cells (HEK-293 line with an ATXN2-luciferase reporter) viability, CellTiter-Fluor protease fluorescence, 24 h; note: nearly all actives have a fitted effect of over 40% in size
TGFb inhibitor = qHTS for Inhibitors of TGF-b; 410,000 tested, 1.2% active; Potency, µM (top dose mostly 46.1 µM), without a hit: at the top dose activity, negative = inhibition, hits mostly inhibitors; HepG2 CAGA-GFP TGF-b/SMAD3 reporter, GFP fluorescence, 18 h; TGF-beta stimulated, 500 pg/mL final; note: % is set by controls: 0 for no effect and ±100 for the full control effect; nearly all actives have a fitted effect of over 65% in size
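Smad-responsive CAGA-GFP expression was quantified in HEPG2 cells exposed to compounds and 500 pg/mL final TGF-beta for 18 h at 37 degrees C; unstimulated wells defined full inhibition.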
EPAC2 antagonist = qHTS for Antagonist of cAMP-regulated guanine nucleotide exchange factor 2 (EPAC2): primary screen. Rap guanine nucleotide exchange factor 4 (Homo sapiens), Q8WZA2. EPAC2 GEF exchange of Rap1B-BODIPY-GDP, fluorescence. Potency, µM (top dose mostly 114 µM), for inactives: top-dose activity, negative = inhibition, actives largely listed as inhibitors. 360,000 tested, 0.18% active. AID 720708, 2013; note: % is set by controls: 0 for no effect and ±100 for the full control effect; nearly all actives have a fitted effect of over 45% in size; many of its hits are not listed in these tables
Target sequence (Q8WZA2 whole entry, looked up): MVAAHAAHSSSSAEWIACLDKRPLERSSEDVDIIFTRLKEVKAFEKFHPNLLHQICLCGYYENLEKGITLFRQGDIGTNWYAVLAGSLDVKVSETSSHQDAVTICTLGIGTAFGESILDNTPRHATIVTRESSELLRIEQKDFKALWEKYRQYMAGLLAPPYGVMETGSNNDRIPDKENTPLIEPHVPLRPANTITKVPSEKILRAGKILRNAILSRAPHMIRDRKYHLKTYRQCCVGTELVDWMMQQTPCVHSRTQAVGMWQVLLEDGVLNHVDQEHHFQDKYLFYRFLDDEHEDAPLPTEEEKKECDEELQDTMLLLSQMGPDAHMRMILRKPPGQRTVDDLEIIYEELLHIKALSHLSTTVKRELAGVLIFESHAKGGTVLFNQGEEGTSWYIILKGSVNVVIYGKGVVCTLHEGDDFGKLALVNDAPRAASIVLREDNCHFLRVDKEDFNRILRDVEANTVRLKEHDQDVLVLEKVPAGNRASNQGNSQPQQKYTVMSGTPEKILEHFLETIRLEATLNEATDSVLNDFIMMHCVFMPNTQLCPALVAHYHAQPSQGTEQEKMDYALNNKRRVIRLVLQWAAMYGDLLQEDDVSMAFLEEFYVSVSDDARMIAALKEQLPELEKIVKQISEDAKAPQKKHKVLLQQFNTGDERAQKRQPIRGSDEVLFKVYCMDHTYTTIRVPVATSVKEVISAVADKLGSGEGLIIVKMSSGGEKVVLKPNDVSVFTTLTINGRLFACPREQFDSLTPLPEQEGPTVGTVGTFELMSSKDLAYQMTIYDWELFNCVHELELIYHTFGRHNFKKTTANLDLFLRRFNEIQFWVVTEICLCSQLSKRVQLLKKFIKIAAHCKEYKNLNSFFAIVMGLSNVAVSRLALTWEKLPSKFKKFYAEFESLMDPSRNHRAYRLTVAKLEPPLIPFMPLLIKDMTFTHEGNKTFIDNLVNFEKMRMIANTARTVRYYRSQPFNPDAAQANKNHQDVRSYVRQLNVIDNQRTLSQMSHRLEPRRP
Active calls of the source: *; i = inactive; ? = inconclusive; nt = no result given; [ ] = dose if it differs, or a comment. Calls come from the whole dose curve; as a rule, active = well fitted curve in the direction sought with a large enough effect; inconclusive = small, poorly fitted or top-dose-only effect, or another doubt; inactive = no such curve, though single readings can be large; an effect the other way counts as inactive or inconclusive. Potency is the fitted concentration of half-maximal effect. A portion of the library (hit frequency here may not be typical).

Values run as follows: Nrf2 block	HepG2 viability	A549 viability	MCF10A rereplic	Nrf2 ARE act	ATXN2 expr inh	ATXN viability	TGFb inhibitor	EPAC2 antagonist
> C#CCOCCOCCOCCNc1nc(N2CCN(C(=O)[C@H](CCCCN)n3cc(CCCC)nn3)CC2)nc(N2CCN(C(=O)[C@H](CCCCN)n3cc(CCC(=O)O)nn3)CC2)n1
  -5.4%	-0.1%	-1.3%	-12.2%	-1.1%	0.2%	i	-23.5%	-4.8%
> CCN(CC(=O)Nc1ccc(NC(C)=O)cc1)C(=O)c1ccc(C(=O)c2ccccc2)cc1
  -22.6%	-1.0%	3.0%	-8.5%	-0.1%	3.0%	i	?	-4.7%
> COc1ccc(/C(C)=N/Nc2nncc3ccccc23)cc1
  ?	-5.4%	-7.2%	-8.1%	6.8%	85.3%[activator]	i	?	7.7%
> O=C(NC1CCCCC1)C1c2ccccc2OCC(=O)N1C1CC1 (configuration not stated)
  nt	nt	nt	nt	-0.6%	14.8%	?	nt	8.9%
> COc1ccc(N/C=C\C(=O)c2ccc3c(c2)OCO3)cc1
  ?	-33.7%	-15.6%	17.2%	0.1%	51.4%[activator]	i	-5.9%	17.9%
> NC(=O)c1cc(C(=O)c2cccc(Cl)c2Cl)c[nH]1
  -5.1%	-18.9%	0.2%	?	-0.1%	3.6%	i	-1.8%	3.7%
> COc1cccc(Cn2nnc(C(=O)Nc3cc(C)ccc3C)c2N)c1
  16.4µM*	-35.0%	-4.0%	nt	3.8%	-26.2%	?	?	nt
> CCCC(=O)N(c1ccc2oc(=O)sc2c1)S(=O)(=O)c1cccs1
  nt	-37.3%	-7.5%	?	10.1%	?	i	?	-3.3%
> COc1ccc(Nc2nccc(-c3cccc(N)c3)n2)cc1
  ?	-11.3%	-10.0%	?	-1.8%	-54.6%	?	10µM*	-1.7%
> Cc1occc1C(=O)NNC(=O)c1ccc(Br)o1
  11.4%	-62.9%	-0.9%	0.7%	0.1%	2.0%	i	0.0%	4.2%
> Cc1ccccc1NC(=O)C(Cc1ccccc1)n1cccc1 (configuration not stated)
  13.7%	6.7%	-3.1%	6.0%	-0.9%	4.9%	i	-16.3%	-5.4%
> NC(=O)Cn1c(=O)oc2ccccc21
  -3.5%	-1.2%	3.9%	4.2%	-0.8%	2.9%	?	18.9%	2.7%
> CC(=O)c1ccc(N2C(=O)N(Cc3cccc(C(F)(F)F)c3)c3ccccc3S2(=O)=O)cc1
  nt	-9.0%	-0.7%	nt	-0.5%	-2.5%	i	?	nt
> Cc1cc(C)n(-c2nc3ccccc3nc2Nc2ccc(Cl)cc2Cl)n1
  2.9%	-13.1%	-9.8%	nt	2.8%	nt	nt	-21.0%	nt
> CCOC(=O)CN1C(c2ccc(O)cc2)Nc2ccc(Br)cc2C1c1ccccc1 (configuration not stated)
  -15.4%	-95.8%	?	18.4µM*	0.0%	?	20µM*	?	-19.4%
> CCCC(C)NC(=S)NC(=O)c1cc(S(=O)(=O)N2CCOCC2)ccc1C (configuration not stated)
  ?	-2.6%	0.9%	13.1%	-0.4%	0.8%	i	-34.4%	-2.5%
> N#Cc1ccc(NC(=S)NC(=O)CCc2ccc(S(=O)(=O)N3CCOCC3)cc2)cc1
  7.7%	3.4%	9.5%	7.4%	-0.9%	nt	i	5.5%	-0.8%
> O=C(CCCNS(=O)(=O)c1cccs1)N1CCN(c2cccc(Cl)c2)CC1
  ?	-22.2%	-15.4%	8.7%	-0.7%	?	i	-5.8%	-2.3%
> O=[N+]([O-])c1ccc(Nc2nc(NCCO)nc(N3CCCC3)n2)cc1
  -5.2%	-14.3%	-2.4%	?	3.1%	-19.4%	?	-1.6%	3.2%
> Cc1c(NC(=O)NCCN2C(=O)C3C4C=CC(C4)C3C2=O)c(=O)n(-c2ccccc2)n1C (configuration not stated)
  11.2%	-27.0%	-1.2%	-3.3%	0.3%	-7.5%	i	-1.4%	6.1%
> CS(=O)(=O)Nc1ccc2c(c1)OCC(=O)N2Cc1ccccc1
  -17.4%	3.6%	-0.8%	12.6%	0.2%	-1.0%	i	1.6%	14.4%
> O=C(OCN1C(=O)c2ccccc2C1=O)c1ccco1
  0.0%	-4.6%	1.1%	1.4%	2.3%	-1.6%	i	-10.5%	-22.0%
> COC(=O)CC1SC(=O)NC1=Nc1ccccc1 (configuration not stated)
  1.3%	-7.7%	-14.0%	3.7%	0.4%	nt	nt	1.0%	-7.3%
> COCCNC(=O)C1(C)CCCN(C(=O)c2ccc(F)cc2Cl)C1 (configuration not stated)
  nt	-4.6%	nt	nt	0.4%	10.6%	i	4.8%	-0.5%
> COc1ccccc1-c1nc(CNC(=O)Nc2ccccc2)c(C)o1
  nt	4.9%	-4.5%	nt	0.7%	-18.4%	i	-11.2%	nt
> CC1(C(=O)Nc2cccc(C(F)(F)F)c2)Cc2c(-c3cccc(C(F)(F)F)c3)ccnc2O1 (configuration not stated)
  nt	-47.3%	nt	nt	0.1%	-5.4%	i	?	4.8%
> NC(=O)c1oc2ccccc2c1NC(=O)CN1CCCCC1
  11.0%	-13.1%	10.5%	10.3%	0.3%	3.4%	i	12.2%	-2.0%
> O=C(c1ccncc1)N(Cc1ccccc1)Cc1nc2ccccc2c(=O)[nH]1
  -14.3%	-2.7%	4.6%	0.4%	-0.1%	-4.3%	i	5.5%	18.0%
> COc1ccc(-c2csc3ncnc(N4CCN(S(=O)(=O)c5cccs5)CC4)c23)cc1
  -21.6%	-0.9%	-16.6%	25.1%	0.2%	-19.8%	?	?	4.9%
> O=C(NCCc1ccc(Cl)cc1)C1CCN(Cc2cc3ccccc3n2Cc2ccccc2)CC1
  nt	-29.4%	?	nt	10.5%	-25.3%	i	-26.2%	nt

Single records (already shown). Screens in order: Nrf2 block, HepG2 viability, A549 viability, MCF10A rereplic, Nrf2 ARE act, ATXN2 expr inh, ATXN viability, TGFb inhibitor, EPAC2 antagonist
COc1cccc(Cn2nnc(C(=O)Nc3cc(C)ccc3C)c2N)c1 across the screens: 16.4µM*, -35.0%, -4.0%, nt, 3.8%, -26.2%, ?, ?, nt
O=C(NCCc1ccc(Cl)cc1)C1CCN(Cc2cc3ccccc3n2Cc2ccccc2)CC1 across the screens: nt, -29.4%, ?, nt, 10.5%, -25.3%, i, -26.2%, nt

Next entries:
Values run as follows: Nrf2 block	HepG2 viability	A549 viability	MCF10A rereplic	Nrf2 ARE act	ATXN2 expr inh	ATXN viability	TGFb inhibitor	EPAC2 antagonist
> COc1cccc(-c2onc3ccc(C(C)=O)cc23)c1
  18.1%	-17.7%	-0.4%	-1.3%	11.0%	42.7%[activator]	i	0.4%	12.7%
> Cc1cccn2c(=O)c3cc(C(=O)N4COCC4(C)C)n(C)c3nc12
  2.8%	9.3%	-3.0%	11.0%	0.2%	16.0%	i	17.1%	7.4%
> NC(=O)C1CCN(C(=O)CCc2nc3ccccc3c(=O)[nH]2)CC1
  nt	0.3%	11.5%	0.5%	-0.6%	1.1%	i	-6.2%	-2.3%
> COC(=O)Nc1nn(Cc2ccccc2F)cc1Br
  -3.7%	6.5%	2.7%	-2.6%	0.5%	1.6%	i	1.7%	5.9%
> C=CCOc1ccc(/C=C/C(=O)OCC(=O)N2CCCc3ccccc32)cc1
  1.8%	2.3%	-8.4%	-1.8%	2.8%	-5.4%	i	3.8%	8.1%
> O=C(CCNC(=O)c1ccco1)Nc1ccc(C(F)(F)F)cc1
  1.8%	1.4%	-0.9%	-1.8%	0.0%	3.2%	i	-18.4%	-3.1%
> CCCCCCC(=O)N1C/C=C\C(c2ccc(OC)cc2)N(Cc2ccc(F)cc2)C(=O)[C@H]1Cc1ccccc1 (some centres not stated)
  ?	-0.6%	-14.4%	-16.9%	7.4%	-25.0%	?	?	-11.9%
> CC(C)C(=O)N1CC(=O)Nc2ccc(F)cc2C1c1ccc(F)cc1 (configuration not stated)
  2.0%	7.2%	-5.1%	-14.9%	-0.4%	-5.1%	i	11.0%	3.9%
> CCCCCCNC(=O)O[C@H]1C[C@@H]2C(=O)N(c3ccccc3)C(=O)[C@@H]2[C@@H]2CN(S(=O)(=O)c3ccc(C)cc3)C[C@]12O
  nt	-20.2%	nt	nt	-0.7%	6.7%	i	4.3%	-2.8%
> COC(=O)c1ccccc1NC(=O)c1nc(S(=O)(=O)Cc2ccccc2F)ncc1Cl
  ?	4.5%	2.5%	nt	2.3%	9.0%	i	-1.8%	nt
> O=C(NCCc1ccc(F)cc1)c1ccc(NS(=O)(=O)c2ccc3[nH]c(=O)[nH]c3c2)cc1
  8.1%	8.4%	-3.1%	-16.0%	-0.6%	2.8%	i	2.5%	0.7%
> Cc1ccc(NC(=S)NNC(=O)c2ccc(N3CCOCC3)c([N+](=O)[O-])c2)cc1C
  -0.5%	1.1%	-11.1%	-61.8%[inhibitor]	3.4%	-1.8%	i	-3.1%	-5.4%
> COC(=O)c1ccc(-c2ccc(/C=N/NC(=O)Cc3nnc(N)s3)o2)cc1
  ?	-8.3%	-6.8%	1.8%	4.8%	59.1%[activator]	i	-0.1%	2.0%
> c1ccc(CNc2ncnc3c2cnn3Cc2ccccc2)cc1
  ?	-35.6%	-6.8%	26.8%	0.1%	-6.6%	?	-10.0%	-3.2%
> CC(C)CN(C(=O)COC(=O)/C=C/c1cccs1)c1c(N)n(Cc2ccccc2)c(=O)[nH]c1=O
  -27.2%	-17.4%	-3.1%	6.4%	0.0%	-1.6%	i	-19.3%	20.4%
> CC1=Nc2ccccc2/C1=C\c1nc(-c2ccc(C(F)(F)F)cc2)oc1O
  nt	0.6%	-2.7%	31.9%	-0.6%	-9.8%	i	-10.1%	2.8%
> Fc1ccc(CNc2ncccn2)cc1
  -9.6%	9.9%	0.3%	-11.4%	0.2%	2.1%	i	18.1%	-1.9%
> CCOc1ccc(C2c3cc(OC)c(OC)cc3CC(=O)N2c2ccccc2)cc1 (configuration not stated)
  6.7%	-7.4%	13.8%	0.0%	0.9%	-2.8%	i	1.4%	-3.1%
> Nc1nc2ccc(O)cc2s1
  ?	-1.4%	-0.5%	-2.3%	2.5%	9.0%	i	-22.5%	7.7%
